Eya2 inh: blocks the phosphatase activity of human Eya2. O00167. recombinant Eya2, OMFP fluorescence dephosphorylation (OMFP is methylfluorescein phosphate). Potency, µM (titrated, usually from 76.9 µM), for inactives: at the top dose activity, negative = inhibition, most hits filed as inhibitors. 0.006% of 330,000 active. AID 488837; also: potency is read from the fitted curve at half-maximal effect; % is scaled to controls: 0 for no effect and ±100 for the full control effect
Target sequence (O00167 whole entry, looked up): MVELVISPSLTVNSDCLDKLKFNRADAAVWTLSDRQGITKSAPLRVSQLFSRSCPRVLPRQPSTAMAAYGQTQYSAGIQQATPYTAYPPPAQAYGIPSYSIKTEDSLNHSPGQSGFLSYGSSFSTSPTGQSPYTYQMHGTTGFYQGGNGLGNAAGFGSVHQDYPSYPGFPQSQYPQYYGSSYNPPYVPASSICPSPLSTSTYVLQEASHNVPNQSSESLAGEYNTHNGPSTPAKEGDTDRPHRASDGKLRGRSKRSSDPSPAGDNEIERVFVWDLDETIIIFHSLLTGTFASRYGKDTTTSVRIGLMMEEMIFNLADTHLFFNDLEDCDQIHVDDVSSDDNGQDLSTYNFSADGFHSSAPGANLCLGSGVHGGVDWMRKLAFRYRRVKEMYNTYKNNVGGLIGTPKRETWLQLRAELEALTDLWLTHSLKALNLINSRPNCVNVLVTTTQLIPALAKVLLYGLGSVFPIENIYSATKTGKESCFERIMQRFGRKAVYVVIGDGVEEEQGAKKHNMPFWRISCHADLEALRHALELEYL
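Eya2 protein (added as 0.2 uM solution) was preincubated with compound for 10 min at ambient temperature in 50 mM HEPES pH 7.5, 50 mM NaCl, 5 uM MgCl2, 0.05% BSA, 1 mM DTT. OMFP (added at 50 uM) then reacted 10 min; fluorescence read at 485/525 nm.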
KCNH2 3.1 block: inhibitors of human KCNH2 3.1 potassium channel isoform; 0.95% of 340,000 active; U2OS KCNH2 3.1, thallium flux FluxOr; stronger effect = lower value; activity change, % (tested at about 1.8 µM);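 active = maximum activity change below -70%; inconclusive = maximum activity change from -70% to -50%; inactive = maximum activity change above -50%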;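 also: thallium influx rate constant from kinetic fluorescence after stimulation buffer; % is scaled to controls: 0 for no effect and ±100 for the full control effect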
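Thallium flux read-out: FluxOr dye with Red40 quencher in HBSS/HEPES, 45 min at RT. Rate constants from kinetic reads were normalized to positive and negative DMSO controls. Cells: U2OS virally expressing the 3.1 isoform.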
TSHR antag: antagonists of human thyroid stimulating hormone receptor | P16473 | TSHR-expressing cells, TSH-stimulated cAMP HTRF, 2 h; stronger effect = lower value | activity change, negative = inhibition, % at 11.5 µM | 0.2% of 330,000 active;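 active = activity change below a set negative limit, meaning inhibition stronger than a set level, cut at about -70% in these data; inconclusive = activity change between two set negative limits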; also: % is scaled to controls: 0 for no effect and ±100 for the full control effect
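Antagonism was scored as loss of TSH-driven cAMP in TSHR cells, stimulated with 4nM TSH (EC80) for 2 hours at 37 deg C and detected by homogeneous HTRF competition immunoassay.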
ELG1 repair inh: inhibitors of ELG1-dependent DNA repair in HEK293T cells; HEK293T ELG1-luciferase reporter, luminescence, 16 h; DNA damage induced by 5-fluorouridine; Potency, µM (highest dose often 46.1 µM), for inactives: top-dose activity change, negative = inhibition, hits mostly inhibitors; 2.3% of 330,000 active; also: potency is read from the fitted curve at half-maximal effect; % is scaled to controls: 0 for no effect and ±100 for the full control effect; nearly all actives have a fitted effect of over 55% in size
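Reporter activity after DNA damage by 5-fluorouridine is monitored. Compound-treated cells incubate 16 hr at 37 °C, then ONE-Glo is added for 30 min before luminescence reading.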
TRPV1 ag: activates the human vanilloid receptor TRPV1. TRPV1-expressing cells, Fluo-8 calcium influx, agonist mode. AID 540275. activation, % at 8.33 µM. Q8NER1. 0.19% of 320,000 active; in the data active = activation above about 80%; inconclusive = between about 30% and that limit; also: 0% is about no effect
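Cells expressing TRPV1 were dye-loaded with Fluo-8 and read kinetically: 10 s baseline, 3 min after compound (agonist portion), then 2 min after EC20 capsaicin (allosteric enhancer portion). Calcium-bound dye fluorescence at 480/520 nm.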
USP2a inh: inhibitors of human ubiquitin-specific protease USP2a. USP2 core, Ub-CHOP2 coupled fluorogenic reporter, 485/531. Potency, µM (series often up to 38.3 µM), inactives show at the top dose activity change, negative = inhibition, hits mostly inhibitors. O75604. 0.01% of 330,000 active;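 also: potency is read from the fitted curve at half-maximal effect; plate controls were DMSO wells for no effect and full inhibition by NEM control for full effect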
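Deubiquitinase activity read as fluorescence (485/531 nm) after Ub-CHOP2 cleavage activates the enterokinase reporter on its substrate; USP2 core 10nM, Ub-CHOP2 and substrate 25nM each, 30min compound preincubation then 60min RT; data normalized to NEM, curves fitted.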
AT treatment: potential ataxia-telangiectasia treatment. 0.19% of 320,000 active. Potency, µM (doses to about 57.5 µM), for inactives: at the top dose activation, actives largely listed as activators. […] A-T fibroblasts, KAP-1 phosphorylation AlphaLISA; neocarzinostatin DNA damage 30 min before lysis; also: potency is read from the fitted curve at half-maximal effect; % of control where 0% means no effect; nearly all actives have a fitted effect of over 45% in size
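ATM-like activity read as KAP-1 phosphorylation via AlphaLISA donor/acceptor antibody pairs after lysis and 6 hr at 25C. Cells were ATM-null patient fibroblasts ([…], hTERT), dosed 60 min, then exposed to the DSB inducer NCS for 30 min.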
TCR activator: activators of T cell receptors; primary human leukocytes, anti-CD3, IL-2 HTRF, 48 h; Potency, µM (highest dose often 9.22 µM), inactives show at the top dose activation of IL-2 secretion, hits mostly activators; 330,000 tested, under 10 active; AID 504894; also: % of control where 0% means no effect
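HTRF read-out of IL-2 secretion: europium cryptate donor excited at 320nm, d2 acceptor emission at 665nm. Cells were primary human leukocytes incubated 48 hr with compounds and a-CD3 beads, supplying TCR signal only.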
hERG WT inh: KCNH2 (human, wildtype) channel inhibition | 0.37% of 340,000 active | activity change, % at 1.84 µM | U2OS, BacMam KCNH2, thallium flux FluxOr; stronger effect = lower value;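 active = maximum activity change below -70%; inconclusive = maximum activity change between -70% and -50%; inactive = maximum activity change above -50%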; also: % is scaled to controls: 0 for no effect and ±100 for the full control effect
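U2OS cells transduced with wild-type KCNH2 virus are loaded with FluxOr dye for 45 min, and thallium flux is measured in kinetic reads before and after stimulation buffer. Rate constants are normalized to DMSO controls.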
Mito fusion act: blocks mitochondrial division or promotes mitochondrial fusion | S. cerevisiae fusion-defective mutant growth rescue, CellTiterGlo 48 h | Potency, µM (highest dose often 46.1 µM), for the others: top-dose growth rescue (activation), usual class: activators | 0.23% of 320,000 active;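 also: potency is read from the fitted curve at half-maximal effect; % of control where 0% means no effect; nearly all actives have a fitted effect of over 45% in size; temperature-sensitive fusion mutants such as fzo1-1 at 37 °C on non-fermentable ethanol glycerol medium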
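Luminescent cell viability in 1536-well qHTS format served as the measure of rescued growth in ts fusion-mutant S. cerevisiae cultured on non-fermentable YPEG for 48 hours at 37C.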
Numbers without * were called inactive; i = inactive; ? = inconclusive; nt = not tested or not shown; [ ] = dose if it differs, or a comment. Unless noted, calls follow the shape of the dose curve; as a rule, active = well fitted curve in the direction sought with a large enough effect; inconclusive = small, poorly fitted or top-dose-only effect, or another doubt; inactive = no such curve, though single readings can be large; an effect the other way counts as inactive or inconclusive. An excerpt; rates above refer to the full screens.

SMILES | Eya2 inh | KCNH2 3.1 block | TSHR antag | ELG1 repair inh | TRPV1 ag | USP2a inh | AT treatment | TCR activator | hERG WT inh | Mito fusion act
C[C@H](CO)N1C[C@H](C)[C@@H](CN(C)S(=O)(=O)c2ccccc2)Oc2ccc(NC(=O)C3CCCCC3)cc2C1=O | 18% | 7 | -5 | -20% | nt | 4% | -1% | 1% | -4 | nt
CCOC(=O)Cc1csc(NC(=O)CSc2nnc(-c3ccc(F)cc3)o2)n1 | 11% | 18 | -13 | 11% | 1 | -1% | 7% | 0% | -6 | -3%
O=C(CN1CCCCC1)Nc1ccc(N2CCCCCC2)cc1 | -4% | ? | -8 | -8% | ? | 0% | -2% | 8% | 7 | -6%
CCOC(=O)CC(NS(=O)(=O)c1ccc(NC(C)=O)cc1)c1ccc(OCC)cc1 (stereo not drawn) | 2% | 0 | 12 | -23% | -2 | 0% | nt | 1%[46.1 µM] | 7 | 0%
O=C(CCN1CCOCC1)Nc1ccccc1 | 9% | 12 | -8 | 4% | 4 | 4% | 11% | 0% | -16 | -1%
OCc1nc2ccc(Cl)cc2[nH]1 | -1% | -2 | 0 | 12% | 0 | 9% | 3% | 6% | -8 | 1%
CC1CC(C)CN(S(=O)(=O)c2ccc3c(c2)CCN3C(=O)C2CC2)C1 (stereo not drawn) | -6% | 1 | -1 | -24% | 9 | 2% | -5% | 5% | 0 | 3%
COc1ccc(Cc2nnc(NC(=O)C3CCCO3)s2)cc1 (stereo not drawn) | -2% | 2 | -9 | ? | -3 | 7% | 10% | nt | -5 | 5%
N/C(Cc1ccc([N+](=O)[O-])cc1)=N\OC(=O)COc1cccc2ccccc12 | 1% | -10 | -19 | 13% | 19 | 1% | 1% | -27% | -17 | 10%
COc1cccc(C(=O)Nc2nnc(-c3ccccc3)s2)c1OC | 1% | 6 | 32 | ? | ? | 2% | 10% | 2% | -1 | 9%
Cc1ccc(C)c(SCC(=O)Nc2cccnc2Cl)c1 | -7% | 2 | -24 | 8% | 2 | 1% | -9% | -5% | -6 | 10%
Cc1ccc2c(c1)C(c1ccccc1)N(C(=O)c1c(F)cccc1Cl)CC(=O)N2 (stereo not drawn) | -2% | -1 | -6 | -4% | ? | 1% | 3% | 1% | 11 | -23%
O=C(CSc1n[nH]c(-c2ccncc2)n1)c1ccccc1 | 8% | 11 | -10 | 0% | 2 | -1% | 1% | 2% | 12 | 2%
COc1cc(C(=O)N/N=C(\C)Cc2ccccc2)cc(OC)c1OC | 4% | -5 | 14 | ? | -2 | 2% | 1% | 0%[46.1 µM] | -12 | -8%
CC1CCN(c2ccc3c(c2)S(=O)(=O)c2cccc(C(=O)NCc4cccc(F)c4)c2C3=O)CC1 | -28% | -22 | -5 | ? | ? | 0% | 25% | -1% | 3 | -6%
COc1ccc2c(c1OC)C(=O)N1N=C(c3ccc(Cl)cc3)CC21 (stereo not drawn) | 7% | -2 | 0 | ? | ? | -1% | 1% | -2%[46.1 µM] | 3 | ?
COc1ccc(N=C2C(=Nc3ccc(OC)cc3)N(c3ccc(OC)cc3)C(=S)N2C(=O)c2ccc(OC)cc2)cc1 | -1% | -4 | -5 | ? | 3 | 2% | -2% | -2%[46.1 µM] | -3 | -3%
CC(C)CC(O)(CC(C)C)C(=O)NNc1ccccc1 | 5% | 1 | 2 | 3% | 2 | 0% | 0% | -3%[46.1 µM] | -12 | 5%
COc1cc(C(=O)N2c3ccccc3CCC2C)cc(OC)c1OC (stereo not drawn) | 2% | 6 | -10 | ? | 2 | 0% | 9% | nt | -10 | 1%
COc1ccc(C)cc1N(CC(=O)N/N=C/c1ccc2c(c1)OCO2)S(C)(=O)=O | -1% | 0 | 4 | 1% | 1 | 10% | 3% | 1% | 3 | 2%
COc1ccc(NC(=O)CSc2nc3ccccc3c(=O)n2Cc2cccs2)c(OC)c1 | 1% | nt | 0 | 11% | 4 | 6% | 1% | -3%[46.1 µM] | nt | -2%
Cc1ccc(NC(=O)COC(=O)CNC(=O)c2ccc3ccccc3c2)c([N+](=O)[O-])c1 | -6% | nt | -9 | 1% | 0 | 2% | -1% | -1%[46.1 µM] | 4 | 0%
COCCCNC(=O)c1cc2cc3cc(OC)ccc3nc2o1 | -10% | 11 | -7 | ? | 0 | -3% | 5% | 2% | 1 | 4%
COc1ccccc1-c1ccc(/C=C2\C=CC(=O)O2)o1 | ? | -25 | -11 | ? | ? | 23% | 28% | 1% | -7 | 16%
CCn1c(=N)c(C(=O)NCc2cccnc2)cc2c(=O)n3cccc(C)c3nc21 | -11% | nt | 6 | 3% | 1 | 1% | 4% | nt | nt | 2%
c1cncc(-c2ccnc3ncnn23)c1 | -2% | 9 | 0 | -8% | 3 | 2% | -2% | 2%[46.1 µM] | i | -23%
O=C(CCCc1ccccc1)Nc1ccnn1C1CCN(Cc2ccccn2)CC1 | 2% | nt | 10 | 0% | 17 | 3% | 39% | -11% | 8 | 1%
CCn1c(-c2ccc[nH]c2=O)nc2ccccc21 | -4% | 3 | -6 | 9% | 1 | 3% | 3% | 2% | -2 | 4%
C=CCNC(=S)NCc1cccnc1 | 11% | -6 | 18 | 15% | -4 | 3% | -1% | -1%[46.1 µM] | -3 | -6%
COC(=O)C1=C(C)NC(=O)C1(NC(=O)c1ccncc1)C(F)(F)F (stereo not drawn) | -10% | 4 | 12 | 4% | -3 | 3% | -7% | 0% | nt | -7%
O=C(NCCCN1CCOCC1)c1ccc2c(c1)N(Cc1c(F)cccc1Cl)C(=O)c1ccccc1S2 | 13% | -3 | -24 | -17% | -1 | 2% | -1% | 0% | 17 | -4%
Cc1cc(OCC(=O)OCC(=O)Nc2cccnc2Cl)ccc1Cl | 5% | -9 | -3 | 11% | 16 | 0% | -1% | -2% | 7 | -2%
CC(NC(=O)c1ccccc1)C(=O)OCC(=O)c1ccc(Br)cc1 (stereo not drawn) | -7% | -20 | -5 | 6% | 9 | 1% | -4% | 2% | 8 | 1%
O=C(NCC(c1ccco1)N1CCc2ccccc2C1)C(=O)Nc1ccccc1 (stereo not drawn) | 1% | -22 | 15 | ? | 19 | -8% | 2% | -6% | 11 | ?
COC(=O)[C@]1(CC(C)C)N[C@H](c2ccc(SC3CCCCC3)cc2)[C@@H]2C(=O)N(C)C(=O)[C@@H]21 | -8% | -7 | -13 | -17% | nt | 2% | 7% | 1% | 8 | nt
O=C(NCCCn1ccnc1)/C(=C\c1cccnc1)NC(=O)c1ccccc1F | -1% | -6 | 0 | 5% | 1 | 0% | -6% | -5% | -3 | 2%

Results in USP2a inh (2 entries from above):
SMILES,USP2a inh
CCn1c(-c2ccc[nH]c2=O)nc2ccccc21,3%
C=CCNC(=S)NCc1cccnc1,3%

Further results follow.
SMILES | Eya2 inh | KCNH2 3.1 block | TSHR antag | ELG1 repair inh | TRPV1 ag | USP2a inh | AT treatment | TCR activator | hERG WT inh | Mito fusion act
COc1cc(/C=N/NC(N)=O)ccc1OC(=O)c1cccs1 | -21% | 18 | -2 | 6% | 3 | -1% | 1% | 6% | 9 | -4%
O=C(COc1ccc2c(C(F)(F)F)cc(=O)oc2c1)Nc1ccc(N2CCOCC2)cc1 | -6% | 13 | 2 | ? | 4 | 4% | -11% | -4%[46.1 µM] | -3 | -5%
O=C(Nc1ccc(F)cc1)Nc1ccc(Cl)cn1 | 5% | 15 | -10 | ? | 0 | 1% | 1% | nt | -49 | 1%
O=C(CCc1nnc(CCCCc2ccccc2)o1)NCCCc1cccnc1 | 3% | -6 | -9 | 16% | 0 | 0% | 0% | -12% | -1 | 3%
Cc1ccc(S(=O)(=O)NC(C(=O)O)c2ccccc2)cc1 (stereo not drawn) | -1% | 13 | 1 | 8% | -1 | 0% | 1% | 0% | 5 | 3%
CC(=O)Cc1ccccc1OC(=O)c1ccco1 | 9% | -4 | -9 | 2% | -1 | -1% | 9% | 0% | 5 | -3%
COc1cc(C(=O)NCC(=O)N2CCN(S(=O)(=O)c3cc(C)ccc3C)CC2)cc(OC)c1OC | 3% | -2 | 9 | -19% | 2 | -2% | 10% | 2% | -15 | 0%
O=C(C1=C[C@H](c2ccc3c(c2)OCO3)C[C@H](OCc2ccc(CO)cc2)O1)N1CCN(Cc2ccc3c(c2)OCO3)CC1 | -2% | nt | -4 | 16µM* | 5 | 1% | -10% | -5% | nt | 0%
CCCn1c(C)cc(/C=C(\C#N)C(=O)OCC(=O)Nc2cc(OC)c(OC)c(OC)c2)c1C | 0% | 10 | -3 | ? | 28 | 1% | -15% | -4%[46.1 µM] | 0 | -18%
Cc1c(C(=O)O)oc2ccc(S(=O)(=O)N(CC(C)C)CC(C)C)cc12 | 7% | 0 | 13 | 14% | 0 | 2% | -4% | 1% | 8 | 13%
COc1ccc(NC(=O)CNC(=O)C2CCCCC2)cc1OC | 9% | -3 | nt | ? | nt | 4% | 1% | -6% | 3 | nt

Screening results deposited in PubChem BioAssay by National Center for Advancing Translational Sciences (NCATS).
